Screening results deposited in PubChem BioAssay by National Center for Advancing Translational Sciences (NCATS).
DT40 TDP1 CPT – growth inhibition of DT40 Tdp1-/-;hTDP1 cells with camptothecin (screen for TDP1 inhibitors) | chicken DT40 Tdp1-/-;hTDP1 cells + 20 nM CPT, ATP luminescence, 48 h | Potency, µM (titrated, usually from 46.2 µM), for the others: at the highest dose activity change, negative = growth inhibition, actives largely listed as inhibitors | 420,000 tested, 12% active; also: nearly all actives have a fitted effect of over 55% in size
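Chicken DT40 Tdp1-/- cells stably complemented with human TDP1 were seeded at 400 cells/well in medium containing 20 nM camptothecin, exposed to pin-transferred compounds, and grown at 37 °C for at least 48 hr. Viability was read as ATP luminescence.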
GCN5L2 inh – inhibitors of human GCN5L2 histone acetyltransferase; Potency, µM (top dose mostly 58.9 µM), for the others: at the top dose activity change, negative = inhibition, most hits filed as inhibitors; GCN5L2 HAT assay, ThioGlo1 CoA-SH fluorescence; AID 504327; 390,000 tested, 0.21% active
Target sequence (Q92830 whole entry, looked up): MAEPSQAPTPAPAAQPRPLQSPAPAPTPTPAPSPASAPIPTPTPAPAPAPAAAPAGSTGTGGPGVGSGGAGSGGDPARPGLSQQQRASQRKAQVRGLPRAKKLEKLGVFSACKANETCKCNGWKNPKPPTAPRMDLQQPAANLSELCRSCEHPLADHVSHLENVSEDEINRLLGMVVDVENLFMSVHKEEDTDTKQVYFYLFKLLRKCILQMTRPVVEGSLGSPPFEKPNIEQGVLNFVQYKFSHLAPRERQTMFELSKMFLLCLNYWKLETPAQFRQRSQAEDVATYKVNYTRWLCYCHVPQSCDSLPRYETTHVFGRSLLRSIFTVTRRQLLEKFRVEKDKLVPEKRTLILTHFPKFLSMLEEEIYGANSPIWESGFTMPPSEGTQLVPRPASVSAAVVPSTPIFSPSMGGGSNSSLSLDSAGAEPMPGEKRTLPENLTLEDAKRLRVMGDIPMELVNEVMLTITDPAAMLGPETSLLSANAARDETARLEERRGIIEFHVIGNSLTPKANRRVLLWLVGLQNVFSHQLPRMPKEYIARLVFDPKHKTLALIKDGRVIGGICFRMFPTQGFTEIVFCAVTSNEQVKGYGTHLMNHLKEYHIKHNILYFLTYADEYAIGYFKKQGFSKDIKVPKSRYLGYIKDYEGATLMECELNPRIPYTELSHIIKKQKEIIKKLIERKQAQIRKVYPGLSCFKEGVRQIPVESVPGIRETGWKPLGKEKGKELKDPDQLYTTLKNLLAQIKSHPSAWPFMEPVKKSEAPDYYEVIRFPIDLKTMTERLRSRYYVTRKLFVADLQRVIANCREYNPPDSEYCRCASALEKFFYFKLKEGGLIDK
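Enzyme at 20nM final was mixed with library compounds for 15 min at room temperature. Peptide H3(1-25) at 75uM, acetyl-CoA at 70uM and ThioGlo1 at 50uM were then added. Plates were read immediately and after 20 min (Ex340nm/Em540nm).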
TDP1 cell noCPT – qHTS for Inhibitors of human tyrosyl-DNA phosphodiesterase 1 (TDP1): qHTS in cells in absence of CPT. DT40 Tdp1-/- hTDP1 cells, no CPT, ATP luminescence, 48 h. 420,000 tested, 15% active. AID 686978, 2013. Potency, µM (highest dose often 46.2 µM), for inactives: at the top dose activity change, negative = growth inhibition, actives largely listed as inhibitors; also: nearly all actives have a fitted effect of over 55% in size
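DT40 Tdp1-/-;hTDP1 cells, no CPT (DMSO vehicle only), 400 cells/well; compounds pin-transferred; ≥48 hr, 37 °C; CellTiter-Glo 30 min RT dark, luminescence read.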
The depositor's hits bear a star; ? = inconclusive; . = no result given; & = joins results of further samples; ! = not confirmed by another sample; [ ] = another dose, or the depositor's remark. Calls follow the shape of the dose curve; as a rule, active = well fitted curve in the direction sought with a large enough effect; inconclusive = small, poorly fitted or top-dose-only effect, or another doubt; inactive = no such curve, though single readings can be large; an effect the other way counts as inactive or inconclusive. % is scaled to controls: 0 for no effect and ±100 for the full control effect; potency is read from the fitted curve at half-maximal effect.

Values run as follows: DT40 TDP1 CPT	GCN5L2 inh	TDP1 cell noCPT
Cc1ccc(N(C(=O)c2snc(C(N)=O)c2N)C(C(=O)NC2CCCC2)c2ccc(C)o2)cc1 (stereo unspecified)
    ?	-12%	?
COc1ccc(C[C@H]2CN3C(=NC[C@@H]3Cc3ccc(O)cc3)N2C[C@H](C)NC(=O)CCC2CCCCC2)cc1
    8.2µM*	-1%	16µM*
Cc1ccccc1C1NC(=O)Cc2ccccc21 (stereo unspecified)
    -7%	-5%	-27%
CCOC(=O)[C@H]1[C@H]2COc3ccccc3[C@@H]2N2C(=O)CNC(=O)[C@@]12C
    -8%	-4%	-7%
COCCNC(=O)C1(C)CCN(Cc2ccc(C(C)C)cc2)C1 (stereo unspecified)
    ?	.	21µM*
O=C(c1ccco1)N1CCN(C(c2ccc(F)cc2)c2nnnn2CC2CCCO2)CC1 (stereo unspecified)
    -17%	-5%	-5%
O=C(CCC(=O)N1CCN(S(=O)(=O)c2ccccc2)CC1)c1cccs1
    -8%	-10%	-13%
Cc1ccc(F)cc1C(=O)N1CCCC(c2cc(C(=O)NCc3ccccc3)no2)C1 (stereo unspecified)
    ?	.	?
CSc1sc(C(=O)NN)c2c1C1(CCC2)SCCS1
    -11%	-1%	-18%
Cc1ccc(S(=O)(=O)c2ccc(Cl)cc2)cc1S(N)(=O)=O
    -3%	-5%	0%
Cc1cc(Nc2ccc(Cl)cc2)nc(-c2ccccc2O)n1
    ?	-13%	26µM*
NS(=O)(=O)c1ccc(CCNC/C=C/c2ccccc2)cc1
    -9%	-21%	-27%
CCN(CC)C(=O)COc1ccc(/C(C)=N/NC(=O)c2ccccc2O)cc1
    -22%	-14%	-25%
CCc1nnc(NC(=O)C2CCN(C(=O)NC3CCCCC3)CC2)s1
    -13%	-6%	-7%
COc1ccccc1Cc1c(-c2ccc(C)cc2)nc2c(C)cc(Br)cn12
    21µM*	.	21µM*
CCN(CC)S(=O)(=O)c1ccc2c(c1)N(CC(=O)NCc1ccco1)C(=O)CO2
    -1%	-4%	5%
Cc1cc(C)cc(N2CC(C)(C)C2=O)c1
    4%	-5%	-4%
COc1ccc(Nc2nc(C(=O)NCCCN3CCOCC3)cs2)cc1
    -3%	-8%	-2%
Cc1ccc(NC(=O)c2cc3cccc([N+](=O)[O-])c3[nH]2)cc1
    ?	0%	?
O=S(=O)(Nc1ccccc1OC(F)F)c1ccc(S(=O)(=O)N2CCCC2)cc1
    ?	-2%	?
CCc1ccc(NCc2ccc(OC)c(Cn3ccnc3)c2)cc1
    ?	-1%	?
CCCCc1nc2sc3c(c2c(=O)[nH]1)CC(C)(C)OC3
    -16%	.	-10%
N#C/C(=C/c1cc(Br)cs1)C(=O)NCC1CCCO1 (stereo unspecified)
    -14%	-5%	?
COc1ccc(C)cc1NC(=O)c1ccc(OCc2c(C)noc2C)cc1
    0%	-9%	-30%
Cc1ccc(NC(=O)c2ccccc2NC(=O)c2cccs2)cc1
    -11%	-6%	-19%
CC1CCc2c(sc3nnn(CC(=O)Nc4c(C(C)C)cccc4C(C)C)c(=O)c23)C1 (stereo unspecified)
    ?	-1%	15µM*
O=S(=O)(Nc1cccc(-c2ccc3nncn3n2)c1)c1cccc(F)c1
    -24%	-6%	-18%
COc1ccccc1CNC(=O)CSc1nc(-c2ccc(OC)c(OC)c2)cc(C(F)(F)F)n1
    ?	0%	?
Cc1nn(Cc2ccccc2Cl)c(C)c1NC(=O)c1nc2ncccn2n1
    13µM*	-12%	13µM*
O=C(NC1CCCCC1)c1cccnc1C(=O)O
    -19%	3%	-15%
CC(=O)c1ccc(OCc2cccc(C(F)(F)F)c2)cc1O
    -1%	-7%	-26%
O=C(CCC(=O)N1CCOc2ccc(Cl)cc21)NCCCN1CCN(c2ccccc2F)CC1
    21µM*	-2%	18µM*
N[C@@H](Cc1ccccc1)C(=O)N1CCC(C(=O)NCC(=O)Nc2ccc(F)cc2)CC1
    0%	-7%	-5%
C/C(Cc1ccccc1)=N\NC(=O)CNC(=O)c1ccc(C(C)(C)C)cc1
    13%	1%	-20%
Cc1ccccc1C(=O)N1CCC(C(=O)NC2CCCCC2)CC1
    -18%	-6%	0%
Nc1nc(-c2ccc3c(c2)CCCC3)cs1
    -8%	-9%	-8%
CC(NCc1ccc(OCC(N)=O)cc1)C12CC3CC(CC(C3)C1)C2 (stereo unspecified)
    -10%	3%	?
O=C(C/C=N/OCc1c(Cl)cccc1Cl)c1cnc(-c2ccccc2)s1
    ?	-9%	?
COc1ccccc1C(=O)NC(=S)Nc1ccc(N2CCN(C(=O)c3ccco3)CC2)cc1
    ?	-33%	15µM*
O=C(O)CN1C(=O)/C(=C\c2cc(Br)ccc2OCc2ccc(Cl)cc2Cl)SC1=S
    -18%	?	-30%
COc1ccccc1N1CCN(C(=O)CCCn2c(=O)[nH]c3ccsc3c2=O)CC1
    -19%	-3%	?
Cc1c(S(=O)(=O)c2ccccn2)c(N)n(Cc2ccccc2)c1C
    -4%	2%	?
CCOC(=O)c1c(C)[nH]c(C)c1S(=O)(=O)N1CCC(C(=O)NCc2ccc(C)cc2)CC1
    1%	-1%	9%
CCOC(=O)N1CCC(N(CCOC)C(=O)Nc2ccc(C)c(C)c2)CC1
    -23%	17%	?
COc1ccc(S(=O)(=O)N(CC(=O)N2CCOCC2)c2cc(Cl)ccc2OC)cc1OC
    -18%	-1%	-12%
O=C(Cn1nc(-c2cccs2)ccc1=O)Nc1ccc(Br)cc1
    -2%	-7%	1%
CSc1nc2ccc(NC(=O)C3=NN(c4ccccc4)C(=O)CC3)cc2s1
    ?	-13%	?
O=C(c1cc2ccccc2o1)N(Cc1nnc(-c2ccccc2Cl)o1)C1CC1
    -20%	0%	?
Cc1ccc(CNC(=O)C2CCN(S(=O)(=O)N3CCC(C)CC3)CC2)cc1
    -18%&-21%	-1%	?
CC(C)CC(N)c1csc(Nc2ccc(C(F)(F)F)cn2)n1 (stereo unspecified)
    12µM*	.	6.5µM*
CC(=O)c1nn(-c2ccc(OC(F)(F)F)cc2)nc1Nc1ccc(Cl)cc1
    ?	2%	?
O=C1CS/C(=N\N=C\c2ccccc2Cl)N1CC1CC1
    -17%	1%	?
Cc1ccc(CC23CN4CCN(CC(C4)C2O)C3)c(C)c1 (stereo unspecified)
    -17%	1%	-10%
Cc1ccccc1OCC(=O)Nc1cc(Cl)ccc1Oc1ccccc1
    8%	-6%	-28%
Cn1cccc1CC(=O)N/N=C/C=C/c1ccco1
    ?	?	-13%
COc1cc(/C=C2\C(=N)N3N=C(CC(=O)N4CCOCC4)SC3=NC2=O)cc(OC)c1OC
    -6%	4%	13%
CC1(C)CC(=O)C=C(c2cccc3c2oc2ccccc23)C1
    ?	.	?
CN(C)c1ccc(-c2ccc3ncnc(N(C)Cc4ccco4)c3c2)cc1
    4.1µM*	-25%	2.6µM*
Cc1noc(C)c1C(=O)Nc1ccc(N(C)C)cc1
    -12%	-1%	38%[activator]
COc1ccc(CNC(=O)C2(c3cccs3)CCOCC2)cc1
    -3%	0%	-28%

Next part (2 carried over from the part before).
Values run as follows: DT40 TDP1 CPT	GCN5L2 inh	TDP1 cell noCPT
Cc1noc(C)c1C(=O)Nc1ccc(N(C)C)cc1
    -12%	-1%	38%[activator]
COc1ccc(CNC(=O)C2(c3cccs3)CCOCC2)cc1
    -3%	0%	-28%
CCC(C)n1nccc1NC(=O)C(C)Cl (stereo unspecified)
    ?	0%	8%
O=C(Nc1ccc2c(c1)[nH]c(=O)c1ccccc12)C(F)(F)F
    ?	.	-26%
O=C(C(c1ccccc1)c1ccccc1)N(Cc1ccco1)C1CCS(=O)(=O)C1 (stereo unspecified)
    -12%	-1%	-12%
O=C(C=Cc1ccc(Cl)s1)c1ccc(Cl)s1
    ?	.	?
N=c1oc2ccc3ccccc3c2cc1-c1nnc2n1CCCCC2
    -13%	?	?
CCCn1c(NC(=O)c2ccc(C)cc2)nc2ccccc21
    ?	-1%	26µM*
COc1ccc(C2/C=C\CN(C(=O)Nc3ccccc3-c3ccccc3)CC(=O)N2Cc2ccc(F)cc2)cc1 (stereo unspecified)
    23µM*	-7%	?
O=C(OCc1ccccc1)C1=[N+]([O-])OC(C(=O)OCc2ccccc2)C1c1c[nH]c2ccccc12 (stereo unspecified)
    ?	-13%	?
COc1ccc(N2C3=C(CC4=C2CC(C)(C)CC4=O)C(=O)CC(C)(C)C3)cc1
    4.6µM*	34%[activator]	3.3µM*
COc1cc(NC(=S)NC2CC2)c(OC)cc1Cl
    ?	-2%	?
O=C(CCN1CCOCC1)NC1CCCN(Cc2ccccc2F)C1 (stereo unspecified)
    -9%	-2%	18%
COc1ccccc1C(=O)Nc1cc(-c2ccc(C)cc2)no1
    ?	1%&-4%	13µM*!
COc1ccccc1CN1CCC2(CC1)CCN(C(=O)c1cccn1C)CC2
    4%	-3%	?
Cc1noc(C)c1S(=O)(=O)N(CC(=O)NCc1ccc(Cl)cc1)c1ccc2c(c1)OCO2
    ?	-6%	?
CC(=O)Nc1ccc(C(=O)N/N=C(\C)CC(=O)Nc2ccc(OCc3ccccc3)cc2)cc1
    -28%	-1%	?
C[C@@H]1C(NC(=O)c2ccccc2)CC2CC1C2(C)C (stereo partly specified)
    ?	-16%	?
Cc1nc(NC(=O)c2ccc(F)cc2)nc2cc3c(cc12)OCO3
    -2%	4%	-16%
COc1ccc2oc(C(=O)OCC(=O)N3C(C)CCCC3C)c(C)c2c1 (stereo unspecified)
    -23%	-29%	-15%
N#Cc1c(-c2ccccc2)nc(-c2ccccc2)nc1N1CCOCC1
    -17%	-4%	?
CCOc1ccc(CCNC(=O)COC(=O)c2ccc(C)s2)cc1OCC
    -17%	-28%	0%

Quoted from the listing:
Under GCN5L2 inh, `O=C(OCc1ccccc1)C1=[N+]([O-])OC(C(=O)OCc2ccccc2)C1c1c[nH]c2ccccc12` (stereo unspecified) has -13%
Under DT40 TDP1 CPT, `COc1ccc(C2/C=C\CN(C(=O)Nc3ccccc3-c3ccccc3)CC(=O)N2Cc2ccc(F)cc2)cc1` (stereo unspecified) has 23µM*
Under DT40 TDP1 CPT, `O=C(CCN1CCOCC1)NC1CCCN(Cc2ccccc2F)C1` (stereo unspecified) has -9%
Under DT40 TDP1 CPT, `CC(=O)Nc1ccc(C(=O)N/N=C(\C)CC(=O)Nc2ccc(OCc3ccccc3)cc2)cc1` has -28%

(listing goes on)
Values run as follows: DT40 TDP1 CPT	GCN5L2 inh	TDP1 cell noCPT
CCCCn1nc2cc(C(=O)NCCc3cccs3)ccc2c1OCC
    -4%	-28%	?
O=C(Nc1ccc(N2CCN(c3ccc(O)cc3)CC2)cc1)Oc1ccccc1
    ?	-7%	?
COc1ccc(S(=O)(=O)N(C)C)cc1NC(=O)CSc1ncccn1
    ?	0%	13µM*
COc1ccc(S(=O)(=O)N2CCCC(C(=O)NCc3cccnc3)C2)cc1OC (stereo unspecified)
    -11%	-7%	-22%
Cc1ccc(-c2c[n+](CC(=O)Nc3ccccc3)c3n2CCC3)cc1
    12µM*	3%	12µM*
CCc1nc2c(OCc3ccccc3)cccn2c1N(C)C(=O)Nc1ccccc1OC
    ?	.	?
Cc1cn([C@H]2C[C@H](O)[C@@H](CNC(=O)[C@H](N)Cc3cscn3)O2)c(=O)[nH]c1=O
    1%	.	-25%
CCCCn1c(N)c(Sc2ccccc2[N+](=O)[O-])c(=O)[nH]c1=O
    -10%	-1%	-28%
COc1ccc(NC(=S)N=Nc2c(O)[nH]c3ccccc23)cc1
    8.2µM*	-1%	5.8µM*
CC(=O)NCCNc1nc2cc(-c3ccsc3)sc2c(=O)n1C
    -22%	.	-13%
O=C(O)CCSCCCN1C(=O)c2cccc3cccc(c23)C1=O
    -7%	-19%	-6%
CCOc1ccc(NC(=O)CCN2CCN(c3ccccc3F)CC2)cc1
    ?	-6%[0.501 µM]	?
COc1ccc(/C=C/C(=O)NCc2cn(C)nc2C)cc1COc1ccc(Br)cc1
    -8%	-8%	-30%
CCCCn1c(N)c(N(CCOC)C(=O)c2ccc(C)c(S(=O)(=O)N3CCCCC3)c2)c(=O)[nH]c1=O
    -1%	3%	-4%
Nc1c(C(=O)C2CC2)sc2nc(-c3ccccc3)cc(C(F)(F)F)c12
    1%	1%	16%
Cc1c(F)cccc1NS(=O)(=O)c1ccc(N2CCCC2=O)cc1
    23%	.	-17%
CCN1CCN(C(=O)c2ccc3c(c2)c(C)c(C)n3Cc2ccccc2)CC1
    ?	-1%	-43%
O=C(C1CCN(Cc2ccccc2)CC1)N1CCN(C/C=C/c2ccccc2)CC1
    ?	2%	23µM*

Some of the compounds tested (hit frequency here may not be typical).
